# Eya2 inh – qHTS Assay for Inhibitors of the Phosphatase Activity of Eya2. AID 488837, 2010. Protein phosphatase EYA2 (Homo sapiens), O00167. actives 0.006% (n = 330,000). recombinant Eya2, OMFP fluorescence dephosphorylation (OMFP is methylfluorescein phosphate). Potency, µM (top dose mostly 76.9 µM), inactives show at the top dose activity, negative = inhibition, hits mostly inhibitors; note: potency is the fitted concentration of half-maximal effect; % is set by controls: 0 for no effect and ±100 for the full control effect
# Target sequence (O00167 whole entry, looked up): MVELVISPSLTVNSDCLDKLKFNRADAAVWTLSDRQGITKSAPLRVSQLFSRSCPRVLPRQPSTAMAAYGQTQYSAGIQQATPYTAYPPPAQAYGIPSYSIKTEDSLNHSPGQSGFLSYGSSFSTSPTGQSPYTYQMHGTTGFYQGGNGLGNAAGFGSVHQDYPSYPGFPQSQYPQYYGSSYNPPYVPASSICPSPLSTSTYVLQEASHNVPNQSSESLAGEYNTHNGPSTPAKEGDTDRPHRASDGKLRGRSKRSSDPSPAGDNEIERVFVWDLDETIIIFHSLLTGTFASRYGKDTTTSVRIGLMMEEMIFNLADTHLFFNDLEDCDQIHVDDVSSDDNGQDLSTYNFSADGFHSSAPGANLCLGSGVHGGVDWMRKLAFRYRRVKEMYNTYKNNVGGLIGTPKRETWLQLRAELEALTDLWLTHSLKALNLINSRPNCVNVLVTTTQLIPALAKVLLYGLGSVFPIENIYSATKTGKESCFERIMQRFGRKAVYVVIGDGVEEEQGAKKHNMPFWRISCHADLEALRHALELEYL
#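 Eya2 protein (added as 0.2 uM solution) was preincubated with compound for 10 min at ambient temperature in 50 mM HEPES pH 7.5, 50 mM NaCl, 5 uM MgCl2, 0.05% BSA, 1 mM DTT. OMFP (added at 50 uM) then reacted 10 min; fluorescence read at 485/525 nm.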
# uPA generation – qHTS for Inhibitors of Cell Surface uPA Generation | AID 540303, 2011 | Potency, µM (titrated, usually from 38.3 µM), inactives show at the highest dose activity change, negative = inhibition, actives largely listed as inhibitors | actives 0.31% (n = 330,000) | cell surface uPA generation assay, qHTS; active = well fitted inhibition curve with a large enough effect; inconclusive = small, poorly fitted or top-dose-only effect; inactive = no such curve, though single readings can be large or run the other way; tested in mouse RAW 264.7 cells; note: potency is the fitted concentration of half-maximal effect; % is set by controls: 0 for no effect and ±100 for the full control effect; nearly all actives have a fitted effect of over 55% in size
# USP2a inh – qHTS Assay for Inhibitors of Ubiquitin-specific Protease USP2a Using CHOP2 as the Reporter; USP2 core, Ub-CHOP2 coupled fluorogenic reporter, 485/531; Potency, µM (series often up to 38.3 µM), inactives show at the highest dose activity change, negative = inhibition, most hits filed as inhibitors; actives 0.01% (n = 330,000); AID 463254, 2010;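 note: potency is the fitted concentration of half-maximal effect; plate controls were DMSO wells for no effect and full inhibition by NEM control for full effect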
#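 Cell-free coupled assay: 10nM USP2 core preincubated 30min RT with compound in Tris-HCl pH 8.0/CaCl2/CHAPS buffer, then 25nM Ub-CHOP2 and 25nM reporter substrate; fluorescence (Ex 485/Em 531) read after 60min RT, normalized to NEM inhibition, concentration-response curves fitted.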
# Mito fusion yeast – qHTS Assay for Small Molecule Inhibitors of Mitochondrial Division or Activators of Mitochondrial Fusion | AID 485298, 2010 | Potency, µM (doses to about 46.1 µM), for the others: at the top dose growth rescue (activation), hits mostly activators | S. cerevisiae fusion-defective mutant growth rescue, CellTiterGlo 48 h | actives 0.23% (n = 320,000);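 note: potency is the fitted concentration of half-maximal effect; % of control where 0% means no effect; nearly all actives have a fitted effect of over 45% in size; temperature-sensitive fusion mutants such as fzo1-1 at 37 °C on non-fermentable ethanol glycerol medium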
#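 Read-out: ATP-based luminescence (CellTiterGlo, 10 min ambient) reporting growth of fusion-defective ts yeast after 48 hours at 37C on glycerol/ethanol YPEG medium in the presence of compound.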
# TSHR antagonist – Antagonists of the Thyroid Stimulating Hormone Receptor: HTS campaign. Thyrotropin receptor (Homo sapiens), P16473. TSHR-expressing cells, TSH-stimulated cAMP HTRF, 2 h; stronger effect = lower value. activity change, negative = inhibition, % at 11.5 µM. actives 0.2% (n = 330,000);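 active = activity change below a set negative limit, meaning inhibition stronger than a set level, cut at about -70% in these data; inconclusive = activity change between two set negative limits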; note: % is set by controls: 0 for no effect and ±100 for the full control effect
#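 Freshly harvested TSHR cells receive pin-tooled compound, then EC80 TSH at 4nM final. After 2 hours at 37 deg C, antibody in lysis buffer and cAMP-d2 are added; 30 minutes at ambient temperature precede the HTRF read.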
# B2AR arrestin – qHTS assay of beta-arrestin-biased ligands of beta2-adrenergic receptor; Beta-2 adrenergic receptor (Homo sapiens), P07550; beta-arrestin recruitment to beta2AR, cell-based reporter; Potency, µM (series often up to 46.1 µM), inactives show top-dose activation, hits mostly activators; actives 0.02% (n = 330,000); AID 492947, 2010;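 note: potency is the fitted concentration of half-maximal effect; 0% = DMSO controls and full agonism = EC100 isoproterenol or metaproterenol; nearly all actives have a fitted effect of over 65% in size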
# Tb PFK block – qHTS Assay to Find Inhibitors of T. brucei phosphofructokinase | Potency, µM (series often up to 57.5 µM), without a hit: at the top dose activity, negative = inhibition, hits mostly inhibitors | AID 485367, 2010 | T. brucei PFK, ADP-Glo luminescence | actives 0.17% (n = 330,000);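 note: potency is the fitted concentration of half-maximal effect; 0% = uninhibited 1x PFK enzyme wells and -100% = no-enzyme wells; nearly all actives have a fitted effect of over 60% in size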
# Target sequence (O15648 whole entry, looked up): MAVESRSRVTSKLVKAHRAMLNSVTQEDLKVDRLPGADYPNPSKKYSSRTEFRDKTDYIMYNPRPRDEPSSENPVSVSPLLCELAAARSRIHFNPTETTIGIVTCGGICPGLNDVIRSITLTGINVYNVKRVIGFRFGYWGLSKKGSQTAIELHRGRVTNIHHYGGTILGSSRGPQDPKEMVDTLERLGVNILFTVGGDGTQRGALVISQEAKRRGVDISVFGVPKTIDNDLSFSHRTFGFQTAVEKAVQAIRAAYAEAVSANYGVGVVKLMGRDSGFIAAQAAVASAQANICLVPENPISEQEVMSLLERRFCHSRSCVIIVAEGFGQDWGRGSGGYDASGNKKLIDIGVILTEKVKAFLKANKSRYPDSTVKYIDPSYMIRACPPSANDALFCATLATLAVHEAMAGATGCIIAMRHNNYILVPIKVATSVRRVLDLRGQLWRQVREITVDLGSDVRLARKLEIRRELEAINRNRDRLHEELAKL
#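 In TEA buffer at pH 8.0 with 5 mM MgCl2, enzyme (1.25 nM) converted F6P (0.5 mM) and ATP (0.1 mM) for 45 min at room temperature. ADP product was read by luciferase luminescence.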
# BCR signal inh – qHTS Assay to Find Inhibitors of Chronic Active B-Cell Receptor Signaling; ABC-DLBCL IkBa-CBG/CBR reporter, luminescence ratio, 4 h; actives 0.05% (n = 340,000); AID 493014, 2011; Potency, µM (highest dose often 46.1 µM), for inactives: at the top dose ratio change, negative = lower green/red ratio, hits mostly inhibitors; active = well fitted inhibition curve with a large enough effect in the signal ratio, with a control signal flat, not every such curve was filed as active; inconclusive = small, poorly fitted or top-dose-only effect, or effect the other way, or a change in a side signal; the % refers to the signal ratio;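 note: potency is the fitted concentration of half-maximal effect; plate controls were basal doxycycline-induced cells for no effect and cells given 10 µM MG132 for full effect; MG132 reads +100%, hits lower the ratio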
#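 Cell line TMD8 (human ABC DLBCL), stably expressing tet-inducible CBG68-IkBa fusion and CBR; IMDM/0.5% FBS; cpd up to 46 uM; dox induction, 4 h, 37C/5% CO2; dual luminescence; green/red ratio; MG132 control.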
# TSG101-PTAP inh – qHTS Assay for Iinhibitors of HIV-1 Budding by Blocking the Interaction of PTAP/TSG101 | Tumor susceptibility gene 101 protein (Homo sapiens), Q99816 | Fluorescence polarization, FITC-PTAP peptide / Tsg101 binding | Potency, µM (doses to about 115 µM), for the others: at the top dose activity change, negative = inhibition, actives largely listed as inhibitors | 340,000 tested, under 10 active | AID 493005, 2010; active = well fitted inhibition curve with a large enough effect in the main read-out, with a control signal flat, not every such curve was filed as active; inconclusive = small, poorly fitted or top-dose-only effect, or effect the other way, or a change in a side signal; inactive = no such curve, though single readings can be large or run the other way; note: potency is the fitted concentration of half-maximal effect; % of control where 0% means no effect
#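 Fluorescence anisotropy tracks displacement of a FITC-tagged PTAP peptide (50 nM) from the Tsg101 binding domain (10 uM), following a 20 min room-temperature incubation at pH 7.5.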
# TCR act – Activators of T cell receptors: qHTS campaign | 330,000 tested, under 10 active | primary human leukocytes, anti-CD3, IL-2 HTRF, 48 h | Potency, µM (series often up to 9.22 µM), inactives show top-dose activation of IL-2 secretion, usual class: activators; note: % of control where 0% means no effect
#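 Primary human leukocytes receive a-CD3 beads and test compound and are incubated 48 hr. Secreted IL-2 is then assayed by HTRF, measuring 665nm acceptor emission after 320nm excitation of the europium donor.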
# ELG1 DNA repair – qHTS screen for small molecules that inhibit ELG1-dependent DNA repair in human embryonic kidney (HEK293T) cells expressing luciferase-tagged ELG1; HEK293T ELG1-luciferase reporter, luminescence, 16 h; DNA damage induced by 5-fluorouridine; Potency, µM (series often up to 46.1 µM), for inactives: top-dose activity change, negative = inhibition, most hits filed as inhibitors; actives 2.3% (n = 330,000); AID 504467, 2011; note: potency is the fitted concentration of half-maximal effect; % is set by controls: 0 for no effect and ±100 for the full control effect; nearly all actives have a fitted effect of over 55% in size
#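 Cells (2,000 per well) received 5-fluorouridine plus test compound or DMSO and were incubated 16 hr at 37 °C, 5% CO2. Luciferase activity was read by luminescence 30 min after ONE-Glo addition; signal suppression marked inhibition of damage-induced ELG1 function.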
# Numbers without * were called inactive; ? = inconclusive; . = not tested or not shown; [ ] = dose if it differs, or a comment. Unless noted, calls come from the whole dose curve; as a rule, active = well fitted curve in the direction sought with a large enough effect; inconclusive = small, poorly fitted or top-dose-only effect, or another doubt; inactive = no such curve, though single readings can be large; an effect the other way counts as inactive or inconclusive.
SMILES,Eya2 inh,uPA generation,USP2a inh,Mito fusion yeast,TSHR antagonist,B2AR arrestin,Tb PFK block,BCR signal inh,TSG101-PTAP inh,TCR act,ELG1 DNA repair
Cc1noc(C)c1CSCC(=O)N(C)CC(=O)Nc1ccc(Cl)c(Cl)c1,4%,-3%,2%,-3%,-15,0.0%,-3%,0%,-2%,0%,-9%
COc1ccc(Cl)cc1Nc1nc2ccc(C)cc2n2cnnc12,14%,6%,2%,30%,0,-0.7%,-3%,10%,1%,-4%,?
COc1ccccc1N1CCN(C(=O)CCNS(=O)(=O)c2ccc3c(c2)CCC(=O)N3)CC1,-15%,1%,-1%,-1%,7,-1.0%,-15%,-2%,-2%,-3%,-8%
COc1cccc(/C=N/NC(=O)CNC(=O)C(c2ccccc2)c2ccccc2)c1O,-6%,-2%,-3%,-2%,-7,0.3%,5%,?,-1%,-4%,-29%
O=C1COc2ccc(-c3csc(=Nc4ccc(OC(F)F)cc4)n3CC3CCCO3)cc2N1 (configuration not stated),-7%,.,4%,-1%,-21,0.0%,-1%,3%,-4%,1%,?
CC1CCN(C(=O)C(NS(=O)(=O)c2cccc3nsnc23)c2ccccc2)CC1 (configuration not stated),3%,3%,1%,2%,-5,-0.3%,2%,4%,-5%,-19%,-27%
Cc1ccc(C)c(N2CCN(C(=O)c3ccc4nsnc4c3)CC2)c1,-4%,-17%,1%,27%,9,0.5%,-1%,-3%,-3%,1%,?
Cc1ccc(S(=O)(=O)NCC(=O)NCC(=O)N2CCN(c3ncccn3)CC2)cc1C,0%,2%,-2%,10%,1,-0.3%,8%,14%,-9%,-11%,9%
CCOC(=O)N/N=C/c1cn(Cc2ccc(F)cc2)c2ccccc12,6%,12%,-6%,3%,-4,11%,?,?,-1%,-1%,0%
Cc1ccc(C)c(NC(=O)C(c2ccccc2)N2CCN(CC(=O)NC3CC3)CC2)c1 (configuration not stated),2%,-5%,1%,-9%,-1,-0.6%,4%,0%,2%,1%,?
COc1cccc(NC(=O)CSc2nc(O)c(C)c(=O)n2-c2ccc(C)cc2)c1,3%,1%,0%,5%,-9,0.5%,-5%,4%,-1%,-3%,14%
c1ccc(CCNc2ccc3nncn3n2)cc1,-15%,-16%,1%,9%,33,-0.7%,-28%,-4%,1%,-4%,6%
Cc1ccc(NC2CCCN(C(=O)c3ccoc3C)C2)cc1C (configuration not stated),-3%,11%,2%,7%,-8,-0.2%,-1%,3%,-2%,0%,0%
CC(=O)Nc1nc2ccc(NC(=O)c3ccco3)cc2s1,-7%,-8%,5%,8%,1,2.2%,2%,-22%,-4%,4%,?
O=c1[nH]c(SCc2nc3ccccc3n2Cc2ccccc2)nc2ccccc12,-6%,2%,1%,-3%,6,-0.1%,5%,?,-6%,5%,?
CC(Oc1ccccc1)c1ccnn1S(=O)(=O)c1ccccc1 (configuration not stated),18%,1%,1%,3%,4,-0.6%,0%,5%,-4%,-4%,2%
C=CCN1C(=S)N[C@@H]2CS(=O)(=O)C[C@@H]21,9%,0%,1%,0%,-3,-0.3%,5%,?,1%,-3%,1%
Cc1cccc(C)c1NC(=O)CN(C)C(=O)CCC(=O)N1CCOCC1,-26%,5%,4%,.,14,-0.9%,7%,?,0%,6%[46.1 µM],7%
O=C(OCc1ccccc1F)c1ccc2c(c1)OCCO2,-12%,1%,2%,10%,-9,0.8%,-1%,?,-3%,1%[46.1 µM],?
Cc1cccc(Oc2ccc(NS(=O)(=O)c3ccc(C)c(C(=O)O)c3)cc2)c1,7%,-10%,2%,-2%,-1,-0.1%,-2%,9%,-1%,-3%,0%
CCOC(=O)c1ccc(NC2c3ccccc3C(=O)N2c2cccnc2)cc1 (configuration not stated),-2%,-5%,-2%,-2%,0,-0.3%,-1%,13%,-3%,-4%[46.1 µM],14%
CCS(=O)(=O)N1CCCC(C(=O)NCc2ccc(C)cc2)C1 (configuration not stated),-7%,1%,-1%,-4%,6,0.3%,1%,-1%,-1%,2%,3%
COc1ccc2oc3cc(C)[n+]([O-])c(-c4ccc(Br)cc4)c3c2c1,-1%,9%,1%,20%,3,-0.6%,3%,3%,-2%,2%[46.1 µM],21µM*
O=C(/C=C/c1ccc2c(c1)OCO2)Nc1nc(-c2ccc(F)cc2)cs1,-11%,.,1%,0%,?,-0.5%,2%,0%,.,8%[46.1 µM],?
Cc1ccc(NC(=O)COC(=O)CSC(=S)N2CCOCC2)cc1C,15%,-1%,2%,-2%,1,0.4%,-1%,3%,-1%,-20%,-13%
Cc1c(CCC(=O)NCCCn2ccnc2)c(=O)oc2cc3occ(C(C)(C)C)c3cc12,6%,-7%,-1%,4%,-5,0.1%,2%,-3%,-5%,-10%,-4%
COc1ccc2cc(CCNC(=O)C3CCCC3)c(=O)[nH]c2c1,2%,-6%,2%,1%,12,0.0%,-1%,3%,-1%,2%,22%
CCOC(=O)C(NC(=O)c1ccccc1)(N1CCCC1=O)C(F)(F)F (configuration not stated),5%,5%,-2%,9%,3,0.0%,3%,0%,-3%,-9%,23%
Cc1cccc2sc(NC(=O)CCn3cccc3)nc12,-1%,17%,3%,4%,6,0.1%,-10%,?,0%,2%,-5%
CCC(C)[C@H](NC(=O)OC(C)(C)C)C(=O)N/N=C/c1cccc2nccnc12 (some centres not stated),2%,.,6%,-2%,-12,-0.1%,-1%,-1%,-4%,4%,-8%
O=C(Nc1c(F)cc(F)cc1Br)C1CCCO1 (configuration not stated),-1%,.,-1%,-3%,5,-0.2%,15%,?,-1%,-1%,3%
O=C(COC(=O)c1ccc(O)cc1)Nc1ccc(S(=O)(=O)N2CCCC2)cc1,8%,-1%,3%,.,.,2.6%,0%,?,1%,-4%,?
CC(=O)NC1=NN(C(C)=O)C(c2sccc2C)S1 (configuration not stated),-9%,0%,2%,0%,-12,0.6%,5%,?,-6%,2%,-1%
Cc1ccc(NC(=O)CSCC(=O)Nc2cccc(S(=O)(=O)N3CCCCCC3)c2)cc1,-16%,15%,4%,-4%,-9,-0.4%,23%,-3%,-4%,-11%,?
Cn1c(=O)c(=O)n(C)c2cc(S(=O)(=O)N3CCCC3C(=O)NCc3ccco3)ccc21 (configuration not stated),8%,13%,0%,-10%,4,-0.7%,-4%,-7%,-2%,3%,18%
Cc1ccc(-c2nc(CS(=O)CC(=O)NCCN3CCCC3)c(C)o2)cc1 (configuration not stated),4%,-25%,0%,-3%,4,-0.3%,1%,?,-1%,0%,?
O=C(NCc1ccc(F)cc1)c1ccc(N2CCc3ccccc32)c([N+](=O)[O-])c1,-5%,-12%,-1%,25%,-34,14%,0%,-4%,-1%,-3%[46.1 µM],?
Cc1ccc(NC(=O)N2CCCC2c2cccs2)cc1 (configuration not stated),-4%,25%,0%,8%,-7,0.1%,0%,?,-1%,-4%,15%
CN(C)C(CNC(=O)c1ccc([N+](=O)[O-])cc1Cl)c1ccco1 (configuration not stated),1%,2%,3%,-3%,11,-0.1%,0%,0%,1%,-1%,21%
COc1cc(OC)cc(-c2nnc(SCC(=O)N(C(C)C)C(C)C)o2)c1,11%,-6%,-5%,13%,49,11%,5%,0%,-5%,.,-13%
CCC(C)c1ccccc1NC(=O)CN(C)CC(=O)Nc1ccccc1SC (configuration not stated),13%,-1%,0%,4%,-9,-1.0%,2%,-16%,-6%,-3%,-6%
